PRMT1 inh = inhibitors of human PRMT1; Q99873; inhibition, % at 2.79 µM; AID 652257; recombinant PRMT1, activity-based probe fluorescence polarization; 1.3% of 370,000 active;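 active means inhibition above about 21% made by adding two undisclosed values, limit read from the data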
SIAE primary = blocks human sialic acid acetylesterase | AID 1053197 | inhibition, % at 9.66 µM | SIAE FP-Rh probe binding, fluorescence polarization | 0.69% of 370,000 active | Q9HAT2;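 active means inhibition above a cutoff: mean of compounds within the control limits plus 3 SD of those, cut at about 17% in these data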;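 further: 0% = plate median of compound wells and 100% = probe without SIAE protein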
TDP2 inh = TDP2 (human) inhibition, absorbance primary screen; 0.34% of 370,000 active; O95551; inhibition, % at 12.8 µM; recombinant TDP2, T5PNP hydrolysis, p-nitrophenol absorbance 415 nm;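 active means inhibition above the mean of all tested compounds plus 3 SD, set per campaign, cut at about 25% in these data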;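 further: 0% = DMSO with enzyme and 100% = buffer with substrate but no TDP2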
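Incubation: 2 h at 37 °C; Test system: recombinant human TDP2; Quantity: enzyme 120 nM; Read-out basis: percent inhibition; Medium: 50 mM Tris-HCl pH 7.5 with Mg2+, KCl, DTT, BSA; Repeats: single replicate; Compound: 12.8 µM single point, 1% DMSO; Signal: epi absorbance; Reagent: 5 mM T5PNP chromogenic substrate; Benchmarks: no-enzyme high, DMSO-plus-enzyme low.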
NPR2 activator = GC-B (human) receptor activation; activation, % at 10 µM; HEK293-GC-B cells, CNP EC30, cGMP TR-FRET; 0% at EC30 CNP, 100% saturating CNP; AID 1920062; 0.11% of 370,000 active; P20594;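 active means activation at 10 µM reaching about 35% in either raw or pattern-adjusted values, limit read from the data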
Target sequence (P20594 whole entry, looked up): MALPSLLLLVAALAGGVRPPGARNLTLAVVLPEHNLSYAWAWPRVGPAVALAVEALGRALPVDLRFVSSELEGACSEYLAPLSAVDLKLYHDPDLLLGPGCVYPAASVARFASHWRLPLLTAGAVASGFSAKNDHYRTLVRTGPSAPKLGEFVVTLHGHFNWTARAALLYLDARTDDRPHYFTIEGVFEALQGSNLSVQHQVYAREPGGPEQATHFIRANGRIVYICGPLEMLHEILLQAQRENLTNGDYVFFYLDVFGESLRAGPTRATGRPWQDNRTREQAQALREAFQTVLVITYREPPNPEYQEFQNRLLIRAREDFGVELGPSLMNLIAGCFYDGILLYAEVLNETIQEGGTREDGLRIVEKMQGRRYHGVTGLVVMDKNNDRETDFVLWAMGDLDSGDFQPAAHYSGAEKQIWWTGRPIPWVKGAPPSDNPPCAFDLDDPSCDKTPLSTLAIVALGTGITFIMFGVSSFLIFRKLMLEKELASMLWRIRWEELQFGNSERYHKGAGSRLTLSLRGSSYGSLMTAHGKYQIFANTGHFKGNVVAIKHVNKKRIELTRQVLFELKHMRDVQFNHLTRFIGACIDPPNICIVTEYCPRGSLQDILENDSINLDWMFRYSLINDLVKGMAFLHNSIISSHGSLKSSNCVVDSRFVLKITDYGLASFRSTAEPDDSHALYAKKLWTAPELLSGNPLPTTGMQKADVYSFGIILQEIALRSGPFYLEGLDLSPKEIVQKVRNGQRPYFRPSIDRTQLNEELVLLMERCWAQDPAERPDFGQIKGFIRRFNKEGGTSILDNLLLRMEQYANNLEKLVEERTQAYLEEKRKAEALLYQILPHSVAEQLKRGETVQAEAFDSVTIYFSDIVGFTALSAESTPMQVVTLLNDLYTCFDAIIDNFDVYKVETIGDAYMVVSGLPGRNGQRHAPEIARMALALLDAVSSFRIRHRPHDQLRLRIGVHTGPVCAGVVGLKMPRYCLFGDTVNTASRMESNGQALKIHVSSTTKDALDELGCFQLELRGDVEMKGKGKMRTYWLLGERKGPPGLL
rCAG RNA binder = r(CAG) repeat RNA binding | inhibition, % at 3 µM | AID 651821 | 1.3% of 370,000 active | TO-PRO-1 dye displacement fluorescence;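 active means inhibition above the plate cutoff, the mean of all test compounds on that plate plus 3 SD, cut at about 35% in these data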;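 further: 0% = DMSO alone and 100% = 100 µM mitoxantrone as full dye displacement; higher means more dye released from RNA so lower well fluorescence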
HTRA1 inh = HTRA1 (human) protease inhibition; Q92743; recombinant HTRA1, FP-rhodamine activity-based probe, fluorescence polarization; 0.5% of 340,000 active; inhibition, % at 5.96 µM; in the data active means inhibition above about 36%;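 further: 0% = enzyme with DMSO and 100% = wells lacking enzyme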
mABHD4 FP = inhibits mouse alpha/beta hydrolase domain 4. inhibition, % at 8.92 µM. 0.54% of 370,000 active. Q8VD66. AID 720543. purified mABHD4, FP-Rh probe fluorescence polarization;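 active means inhibition exceeding the mean over every tested compound plus 3 SD, cut at about 30% in these data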;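 further: 0% = plate median of compound wells and 100% = S159A mutant with DMSO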
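Test system: mABHD4 protein; Read-out basis: % inhibition; Incubation: 45 min + 60 min at 25 °C; Repeats: single replicate; Technique: fluorescence polarization with parallel and perpendicular emission, 525/598 nm; Compound: 8.92 µM, single dose; Benchmarks: full inhibition S159A mutant plus DMSO, zero as sample-well median.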
MBD2 inh = blocks human MBD2 binding to methylated DNA | 0.31% of 370,000 active | TR-FRET, MBD2 binding to methylated oligonucleotide | Q9UBB5 | inhibition, % at 4.4 µM; in the data active means inhibition above about 13%
TCR CD3 inh = human TCR-CD3 binding inhibition | TAMRA-labeled TCR probe fluorescence, biochemical | inhibition, % at 9.4 µM | 0.37% of 360,000 active | AID 651800; in the data active means inhibition above about 19%;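 further: recombinant mutant TCR 2C K166C tagged with TAMRA read by polarization; 0% = receptor in buffer alone and 100% = receptor with positive control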
LEDGF integ inh = blocks HIV-1 LEDGF/p75-dependent DNA integration | inhibition, % at 3.7 µM | TR-FRET IN-LEDGF/p75 DNA integration, Eu/Cy5 | AID 743269 | 0.64% of 370,000 active;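 active means inhibition above the screen-wide mean plus 3 SD, cut at about 13% in these data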;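 further: signal is the Cy5 over europium emission ratio at 671 and 618 nm; 0% = plate median of compound wells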
* = called active by the depositor; / = not tested or not shown. Not all compounds are listed. The share of hits here may be higher or lower than overall.

cpd | structure | PRMT1 inh | SIAE primary | TDP2 inh | NPR2 activator | rCAG RNA binder | HTRA1 inh | mABHD4 FP | MBD2 inh | TCR CD3 inh | LEDGF integ inh
1 | CCc1nc2c(OCCOc3ccc(F)cc3)cccn2c1N(C)C(=O)CC(C)C | 1 | 2 | -4 | 2 | -2 | / | 11 | -2 | 4 | -2
2 | O=C(CC(c1ccccc1)(c1ccccc1)c1ccccc1)N[C@@H](Cc1ccc(O)cc1)C(=O)O | -3 | 2 | 6 | 1 | 30 | -9 | 4 | 0 | -4 | 2
3 | O=C(COC(=O)c1cc(Cl)ccc1[N+](=O)[O-])NC1CC1 | -1 | -9 | 1 | 0 | -1 | 2 | 2 | -3 | 0 | 2
4 | CCCOc1ccc(C(CC(=O)O)NC(=O)c2cccs2)cc1 (stereo unspecified) | -3 | -5 | 9 | -3 | 1 | -4 | 3 | 4 | 5 | 0
5 | CCOC(=O)C1C(c2ccc(O)c(OCC)c2)NC(=S)NC1(O)C(F)(F)F (stereo unspecified) | 6 | -3 | -8 | -1 | 3 | -2 | 3 | 4 | 8 | 4
6 | O=C(CS(=O)(=O)Cc1ccccc1)NCc1ccccc1Cl | 5 | 13 | 23 | -3 | 2 | 3 | -2 | -6 | 1 | -1
7 | CC(SC1=NCCN1S(=O)(=O)c1ccccc1)c1ccccc1 (stereo unspecified) | -1 | 1 | 4 | 0 | -7 | -5 | -10 | 3 | 1 | -1
8 | COc1ccc(C2c3c(ccc4ccccc34)Oc3ncn4nc(-c5ccco5)nc4c32)cc1OC (stereo unspecified) | -1 | -5 | -18 | 7 | 7 | -3 | -4 | -5 | 4 | 3
9 | COCCNC(=O)COc1ccc(Oc2ccccc2)cc1 | -1 | -1 | 4 | 5 | -5 | -9 | -1 | 3 | 3 | -2
10 | Cc1c(NC(=O)OCc2ccccc2)c(=O)n(-c2ccccc2)n1C | 2 | 4 | 1 | 4 | 1 | 0 | 0 | -4 | 2 | -5
11 | Cc1ccc(SCC(=O)N2CCN(S(=O)(=O)c3cccs3)CC2)cc1 | -6 | -8 | -10 | -3 | 0 | 2 | 3 | 0 | 3 | -1
12 | CC(Cl)C(=O)Nc1ncc(C(F)(F)F)cc1Cl (stereo unspecified) | 0 | 7 | 4 | 0 | 1 | -4 | -1 | 2 | 4 | -4
13 | CC(=O)N1c2ccc(S(=O)(=O)N3CCC(C(=O)N4CCN(c5ccc(Cl)cc5)CC4)CC3)cc2CC1C (stereo unspecified) | 0 | -7 | 3 | 0 | 3 | -3 | 5 | -4 | -5 | 3
14 | CCc1nc(C)cn1S(=O)(=O)c1cc([N+](=O)[O-])ccc1Cl | 0 | -1 | 5 | -3 | -2 | -1 | 3 | 0 | 8 | 7
15 | COc1cccc(CNC(=O)Cn2nc(C)c3c(C)n(-c4ccc(C)cc4)nc3c2=O)c1OC | -1 | 5 | 6 | 0 | -5 | 1 | 2 | -5 | 0 | 1
16 | Cn1c(=O)c2[nH]c(N3CCCCC3)nc2n(C)c1=O | -3 | -4 | -6 | 2 | 0 | -1 | -4 | -1 | -4 | 2
17 | CN(CCOC(=O)c1cccc(F)c1)Cc1ccccc1 | 2 | 6 | 13 | -1 | 0 | 1 | 4 | 1 | 2 | 1
18 | Cc1cc(/C=C(\C#N)C(=O)Nc2ccc(F)cc2)c(C)n1-c1ccc(N2CCOCC2)c([N+](=O)[O-])c1 | -2 | -5 | -1 | 2 | 1 | 1 | -1 | -3 | -1 | 3
19 | O=C(O)c1ccc(-n2cc(C(=O)c3ccccc3O)cn2)cc1 | 3 | -3 | 4 | 1 | 6 | -1 | -9 | 1 | 0 | 1
20 | O=C(C=Cc1cccc(O)c1)c1ccccc1O | 12 | -6 | -3 | 0 | 4 | -8 | -17 | 3 | 5 | -7
21 | COc1ccccc1-c1cc(C(=O)Nc2c(C)n(C)n(-c3ccccc3)c2=O)no1 | -2 | 2 | 3 | 1 | -8 | 1 | -6 | -4 | 4 | -2
22 | Cc1cccc(C2Nc3ccccc3C(=O)N2CCc2ccccc2)n1 (stereo unspecified) | -6 | -2 | 4 | -8 | -4 | -13 | -8 | 5 | -8 | 1
23 | O=S(=O)(c1cccc(-c2n[nH]c(=S)n2-c2ccccc2Cl)c1)N1CCOCC1 | -2 | 6 | 1 | -6 | 8 | -1 | 6 | -8 | 1 | 4
24 | CC1CC2(C)Oc3ccccc3C3OCC1(CO)C(C)C32 (stereo unspecified) | -5 | -5 | -9 | 2 | -4 | 3 | 1 | 2 | -4 | 4
25 | CC(C(=O)Nc1ccc2c(c1)OCCO2)N1Cc2ccccc2C1=O (stereo unspecified) | -3 | 3 | 4 | -4 | -3 | 13 | 2 | -1 | 4 | -2
26 | CCC1CCCCN1Cc1c(O)ccc2c(=O)c(-c3ccccc3OC)coc12 (stereo unspecified) | -1 | -3 | 6 | 1 | 5 | -2 | 1 | 5 | 2 | -3
27 | O=C(NC1CCCC1)c1ccc(COc2ccccc2Br)o1 | 2 | -10 | -17 | 2 | -1 | -8 | -6 | 4 | 2 | 0
28 | Cc1ccc(C)c(NC(CC(=O)c2ccccc2)C(=O)OCC(=O)c2cccs2)c1 (stereo unspecified) | 14 | 0 | 3 | -3 | 3 | 3 | 0 | 1 | 6 | 0
29 | COc1cccc(-c2cc(C(=O)O)[nH]n2)c1 | -3 | 4 | 10 | -3 | 5 | 5 | 6 | 2 | -2 | 4
30 | COc1cccc(/C=C2/SC(=S)N(CCCC(=O)Nc3ccc(O)cc3)C2=O)c1 | -2 | -12 | 8 | -10 | 10 | -11 | -29 | 2 | -3 | 1
31 | O=C1CC2(CCCC2)Oc2ccc(Cl)cc21 | -4 | -7 | -5 | 3 | 4 | -2 | 5 | -2 | -1 | 2
32 | O=C(CSC1CC(=O)N(c2ccc(C(=O)O)cc2)C1=O)Nc1ccc2ccccc2c1 (stereo unspecified) | 19 | 7 | -2 | 3 | 4 | -15 | -6 | -4 | 8 | 4
33 | COc1ccc(NC(=O)COC(=O)C2COc3ccccc3O2)cc1 (stereo unspecified) | 0 | -1 | 7 | -1 | 1 | -3 | -3 | 6 | 1 | -2
34 | Cn1c(=N)n(CC(O)c2cccs2)c2ccccc21 (stereo unspecified) | -3 | -6 | -18 | -7 | 1 | -1 | -4 | -4 | -5 | 2
35 | O=Cc1c[nH]c2cccc(OCc3ccccc3)c12 | 1 | -1 | 6 | -2 | 3 | -10 | -11 | 1 | 4 | 5
36 | O=C(c1cn(-c2ccccc2)nc1-c1cccc(Br)c1)N1CCOCC1 | 3 | -4 | -8 | -6 | 3 | -19 | 0 | 5 | -6 | -2
37 | CCOC(=O)C1C(=O)CC(C)(O)C(C(=O)OCC)C1c1ccc2c(c1)OCO2 (stereo unspecified) | -2 | 4 | -16 | -6 | 2 | 6 | -6 | -1 | 0 | 3
38 | COc1ccc(S(=O)(=O)NCC(c2ccc3c(c2)OCO3)N2CCN(c3ccccc3)CC2)cc1 (stereo unspecified) | 4 | 2 | -4 | 3 | 3 | 0 | 2 | -5 | 3 | -1
39 | Cc1cc(C)c2nc(N3C(=O)C(O)=C(C(=O)c4ccco4)C3c3cccc(O)c3)sc2c1 (stereo unspecified) | 14 | -31 | 5 | -3 | 85* | -36 | -52 | 1 | 4 | 5
40 | CSc1cccc(NC(=S)N(Cc2ccccc2)Cc2cccnc2)c1 | 2 | 3 | 7 | -5 | -2 | -11 | 0 | 3 | -12 | -6
41 | O=C(C[C@H]1C=C[C@H](NC(=O)c2ccccn2)[C@@H](CO)O1)NCc1cc(F)cc(F)c1 | 1 | 2 | 0 | 14 | 0 | / | 5 | 2 | -9 | 0
42 | COCCCNC(=O)c1ccccc1Sc1ccc(NC(C)=O)nc1 | -2 | 2 | 4 | 6 | -3 | 6 | -4 | -1 | 9 | -2
43 | C/C(=N\Nc1ccc(S(N)(=O)=O)cc1[N+](=O)[O-])c1cccnc1 | 0 | 0 | -5 | -8 | 6 | 23 | 9 | -5 | 1 | -2
44 | CCOC(=O)c1c(C)c(C)n2c1NC(=O)C2 | 7 | -12 | -1 | 9 | 19 | / | -16 | -4 | 5 | -2

Assay outcomes: PubChem BioAssay, several laboratories
